# SKN-1 block: inhibitors of C. elegans SKN-1; 360,000 tested, 0.49% active; C. elegans VP596 Pgst-4::GFP/RFP ratio, acrylamide-induced, 24 h; inhibition, % at 21.8 µM; AID 624304;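 active = interference check ratio from 0.5 to 1.5 plus GFP to RFP signal ratio inhibition reaching or exceeding a fixed threshold, cut at about 30% in these data, passing the limit was not always enough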; also: some compounds called inactive have numbers as strong as hits
# STEP inh: blocks human striatal-enriched tyrosine phosphatase. P54829. recombinant STEP, OMFP fluorogenic substrate, fluorescence. inhibition, % at 20 µM. 360,000 tested, 0.25% active;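 active = inhibition at 20 µM, scaled per plate between control wells, above about 37%, limit read from the data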;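 also: 0% = DMSO with enzyme and substrate and 100% = substrate only without enzyme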
# Target sequence (P54829 whole entry, looked up): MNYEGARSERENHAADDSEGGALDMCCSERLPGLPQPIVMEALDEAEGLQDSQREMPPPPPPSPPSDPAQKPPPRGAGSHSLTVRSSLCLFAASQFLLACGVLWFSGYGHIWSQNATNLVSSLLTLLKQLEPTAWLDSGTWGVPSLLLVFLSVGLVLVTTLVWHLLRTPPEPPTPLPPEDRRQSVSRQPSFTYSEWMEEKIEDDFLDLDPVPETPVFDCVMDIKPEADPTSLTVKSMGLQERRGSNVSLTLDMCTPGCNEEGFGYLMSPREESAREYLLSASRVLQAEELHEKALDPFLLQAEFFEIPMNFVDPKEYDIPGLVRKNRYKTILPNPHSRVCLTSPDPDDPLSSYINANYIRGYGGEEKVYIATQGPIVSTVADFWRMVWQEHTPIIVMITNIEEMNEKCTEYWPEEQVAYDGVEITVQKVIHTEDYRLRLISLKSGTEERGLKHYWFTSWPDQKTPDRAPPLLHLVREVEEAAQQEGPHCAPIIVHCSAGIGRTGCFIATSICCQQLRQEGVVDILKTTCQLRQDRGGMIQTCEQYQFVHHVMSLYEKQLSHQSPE
#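 Also added – OMFP at 25 µM · Test system – STEP tyrosine phosphatase · Technique – FITC-channel fluorescence of OMFP product · Schedule – 20 min at room temperature, dark · Evaluation – control-normalized % inhibition with plate pattern correction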
# DNMT1 block: inhibitors of human DNMT1. P26358. DNMT1 molecular beacon, Hinp1I cleavage, fluorescence. inhibition (reported as % activation of signal), % at 10 µM. 360,000 tested, 0.83% active. AID 588458; in the data active = inhibition above about 50%
# LMPTP inh: LMPTP (human) inhibition | 360,000 tested, 0.22% active | inhibition, % at 20 µM | P24666 | recombinant LMPTP-A, OMFP fluorogenic substrate, fluorescence intensity;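 active = compounds that cut the enzyme signal by at least half of the control window in the single-dose screen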;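 also: plate controls were DMSO wells with enzyme plus substrate for no effect and substrate without enzyme for full effect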
#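 Test system: LMPTP-A, protein tyrosine phosphatase of low molecular weight; Input: 0.625 nM enzyme; Incubation: 50 min dark incubation at room temperature; Signal: endpoint fluorescence intensity from OMFP dephosphorylation; Read-out basis: % inhibition versus control wells.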
# Rpn11 inh: inhibitors of human proteasome Rpn11 | O00487 | human 26S proteasome, Ub4-pepOG fluorescence polarization; 20S core pre-blocked with epoxomicin | calls only at 20 µM | 360,000 tested, 0.59% active;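 active = inhibition at 20 µM, scaled to each plate's controls, above about 33%, limit read from the data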
# Target sequence (O00487 whole entry, looked up): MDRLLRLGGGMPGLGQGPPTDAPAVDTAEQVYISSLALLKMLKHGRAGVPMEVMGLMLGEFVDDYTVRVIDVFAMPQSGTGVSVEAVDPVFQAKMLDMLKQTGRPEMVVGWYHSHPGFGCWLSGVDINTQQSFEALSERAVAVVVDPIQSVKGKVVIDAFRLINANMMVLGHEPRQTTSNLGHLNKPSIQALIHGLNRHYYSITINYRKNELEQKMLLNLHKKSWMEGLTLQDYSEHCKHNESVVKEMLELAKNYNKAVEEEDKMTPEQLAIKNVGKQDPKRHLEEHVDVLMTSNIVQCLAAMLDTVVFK
# Scp1 inh: Scp-1 (human) phosphatase inhibition; Recombinant Scp1, phosphopeptide, malachite green phosphate absorbance; inhibition, % at 20 µM; 340,000 tested, 0.88% active; AID 493091;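 active = inhibition above about 50% at 20 µM, limit read from the data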;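 also: plate controls were DMSO wells with enzyme for no effect and wells lacking enzyme for full effect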
#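 Test system: SCP-1 phosphatase catalytic domain, residues 76-261 | Compound dosing: One concentration, 20 µM, with 1.0% DMSO | Schedule: 45 min room-temperature reaction, 5 min colour, 30 min stabiliser | Detection: Absorbance at 630 nm | Read-out basis: % inhibition of SCP-1 phosphate liberation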
# SUMO1-SIM PPI: alters human SUMO1 binding to SIM partners. P63165. SUMO1 binding to a labelled peptide, TR-FRET, 1 h. inhibition, % at 20 µM. 360,000 tested, 0.33% active. AID 602429; in the data active = inhibition above about 37%
# Target sequence (P63165 whole entry, looked up): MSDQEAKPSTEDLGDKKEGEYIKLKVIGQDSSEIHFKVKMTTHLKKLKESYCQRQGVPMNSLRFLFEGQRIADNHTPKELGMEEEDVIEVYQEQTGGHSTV
# MT1-MMP act inh: inhibitors of human MT1-MMP activation; HT1080 RFP-PRO-GFP cells, GFP/RFP ratio fluorescence, overnight; percent of plate control window, DMSO zero; GFP/RFP ratio change, % at 20 µM; P50281; 360,000 tested, 0.061% active;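 active = GFP/RFP ratio change of at least 30% with cell ATP level not reduced by more than half and red fluorescence within 50% of control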; also: strong numbers were not always called active
#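 Test system: HT1080 cells expressing an RFP-PRO-GFP fluorescent reporter construct / Compound dosing: single-point 20 µM compound, 1% DMSO / Schedule: cells overnight before dosing, compound overnight, 37 °C, 5% CO2 / Evaluation: GFP/RFP fluorescence ratio / Control set: DMSO and RFP-L50D-GFP cell wells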
# NRP1-CendR mod: NRP-1/CendR interaction modulation; FAM-RPARPAR peptide binding to NRP-1, fluorescence polarization; 360,000 tested, 0.85% active; O14786; inhibition, % at 25 µM;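 active = inhibition or corrected inhibition above about 18%, plus a signal ratio from 0.5 to 1.5, limit read from the data, passing the limit was not always enough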; also: strong numbers were not always called active
# NadD block: NadD (S. aureus) enzyme inhibition; inhibition, % at 20 µM; 360,000 tested, 0.78% active; purified NadD enzyme, colorimetric absorbance read-out; AID 602399; in the data active = inhibition above about 26%; also: some compounds past the cut are filed as inactive
# * marks the source's active call; other numbers are inactive results; i = inactive; · = no result given; + = active, no number.
SMILES,SKN-1 block,STEP inh,DNMT1 block,LMPTP inh,Rpn11 inh,Scp1 inh,SUMO1-SIM PPI,MT1-MMP act inh,NRP1-CendR mod,NadD block
CCC(C)(C)n1nnnc1C(c1ccccc1OC)N1CCSCC1 (stereo not given),8,-1,1,-0.9,i,0,-1,3,6,-5
CCCCCC(=O)N1C[C@H](n2cc(-c3ccc(F)cc3)nn2)[C@@H](O)C[C@@H]1c1ccc(C)cc1,-8,1,-15,2.7,i,·,3,-1,-9,-3
O=C(COC(=O)/C=C/c1ccccc1)NC1CCCCCC1,15,2,0,-0.4,i,0,-13,-1,2,-4
Cc1cccc(NC(=O)c2ccc(Cl)c(S(=O)(=O)N3CCCCC3)c2)n1,2,3,0,0.3,i,-4,1,2,0,-2
COC(=O)c1cc(Br)c(=O)n(CC(C)C)c1,1,0,3,-2.3,i,3,0,-2,7,-2
COC(=O)c1[nH]c2ccccc2c1NC(=O)c1c(F)cccc1F,12,-4,2,-0.2,i,-7,-23,1,11,1
O=C(COc1ccc2c3c(c(=O)oc2c1)CCC3)N1CCN(c2ccc(F)cc2)CC1,-2,3,3,0.8,i,-9,-1,-4,1,-1
N#Cc1c(NC(=S)NC(=O)c2ccccc2)sc2c1CCC2,10,2,-12,28,i,-7,4,-1,-18,9
Cc1c(Cl)cccc1NC(=O)CCC(=O)c1cccs1,22,-2,-1,-0.1,i,-8,2,-3,0,-6
COC(=O)[C@@]12C[C@@H](CC(=O)NCc3cccc(C(F)(F)F)c3)C(=O)N(Cc3ccc4c(c3)OCO4)C1=CCC(C)(C)C2,13,·,·,4.3,·,·,-1,-1,16,·
O=C1CCC(C(=O)N(CCO)Cc2ccccc2)CN1CCc1cccc(F)c1 (stereo not given),8,0,6,-1.2,i,·,3,1,-5,-3
O=C1CSC(c2ccccn2)N1c1ccccc1F (stereo not given),2,-4,0,-2.0,i,-3,-2,1,-5,-5

# Fetched one by one from the list above, 5 records:
SMILES,SKN-1 block,STEP inh,DNMT1 block,LMPTP inh,Rpn11 inh,Scp1 inh,SUMO1-SIM PPI,MT1-MMP act inh,NRP1-CendR mod,NadD block
O=C1CCC(C(=O)N(CCO)Cc2ccccc2)CN1CCc1cccc(F)c1 (stereo not given),8,0,6,-1.2,i,·,3,1,-5,-3
O=C1CSC(c2ccccn2)N1c1ccccc1F (stereo not given),2,-4,0,-2.0,i,-3,-2,1,-5,-5
COC(=O)c1[nH]c2ccccc2c1NC(=O)c1c(F)cccc1F,12,-4,2,-0.2,i,-7,-23,1,11,1
CCCCCC(=O)N1C[C@H](n2cc(-c3ccc(F)cc3)nn2)[C@@H](O)C[C@@H]1c1ccc(C)cc1,-8,1,-15,2.7,i,·,3,-1,-9,-3
Cc1c(Cl)cccc1NC(=O)CCC(=O)c1cccs1,22,-2,-1,-0.1,i,-8,2,-3,0,-6

# (continued)
SMILES,SKN-1 block,STEP inh,DNMT1 block,LMPTP inh,Rpn11 inh,Scp1 inh,SUMO1-SIM PPI,MT1-MMP act inh,NRP1-CendR mod,NadD block
CCn1c(/C=C/N(C)c2ccccc2)[n+](CC)c2ccc(Cl)cc21,10,-1,0,-0.6,i,74*,-4,13,5,0
Cc1cc(C)c(NC(=O)COc2ccc(-n3cnnn3)cc2)c(C)c1,-10,-3,-1,1.2,i,12,1,-2,8,3
O=C(Nc1ncc(Cc2cccc([N+](=O)[O-])c2)s1)c1ccco1,-7,2,1,1.9,i,-1,-20,2,3,-5
CCN1C(=O)CSC1=Nc1ccccc1Cl,5,-3,-3,-1.6,i,-5,4,-2,-3,-6
Cc1csc(=O)n1CC(=O)OCC(=O)NC(C)c1ccc(F)cc1 (stereo not given),-3,-1,-3,-1.1,i,10,2,-1,4,0
CCOC(=O)c1c(C)[nH]c(C(=O)OC(C)C(=O)NC2(C#N)CCCCC2)c1C (stereo not given),28,-1,0,-0.4,i,·,2,1,-9,0
CCCCN(C(=O)Cc1coc2cc(C)c(C)cc12)c1c(N)n(Cc2ccccc2)c(=O)[nH]c1=O,-3,0,-3,-0.2,i,0,-1,-15,-4,3
CC1(c2ccccc2)NC(=O)N(CC(=O)N2CCN(S(=O)(=O)c3c(F)cccc3F)CC2)C1=O (stereo not given),4,2,3,-1.1,i,7,-1,5,15,2
CC(C)Cn1nc(C(=O)Nc2nnc(C3CC3)s2)c2ccccc2c1=O,-4,-2,1,-0.4,i,-3,-1,-8,4,-1
COc1ccc(-c2cc3nc(C)c(CCC(=O)NCc4ccco4)c(C)n3n2)c(OC)c1,-5,0,-3,-0.1,i,-2,0,5,8,-4
CC(=O)NS(=O)(=O)c1ccc(Nc2ccc([N+](=O)[O-])c3nonc23)cc1,35*,8,-6,13,i,-8,-68,-45,-51,1
CCCCn1c(SCC(=O)N2CCOCC2)nnc1-c1ccoc1C,-3,2,-1,0.3,i,-6,-3,0,2,0
CCOC(=O)c1cccc(NC(=O)c2ccc3c(c2)OCO3)c1,2,2,-6,0.2,i,-3,5,1,6,-8
O=C(NCc1ccccc1)c1ccc2c(=O)n(CCCN3CCCC3=O)c(=S)[nH]c2c1,-5,-4,-1,-1.1,i,-7,5,2,-4,-3
O=C(Nc1ccc(Br)cc1)Nn1cnnc1,-6,2,-1,1.8,i,4,-1,5,-6,0
Cc1ccc(OCC(=O)N(Cc2cccs2)C2CCS(=O)(=O)C2)cc1C (stereo not given),3,2,4,0.9,i,1,-4,3,5,-4
Cc1cc(C)n(CCC(=O)N/N=C/c2ccc(O)cc2O)n1,-9,-1,1,-0.5,i,-5,-2,2,0,-2
O=C(C[C@H]1C[C@H](C(=O)N2CCCCC2)[C@@]2(CCc3ccccc3)c3[nH]c4cc(-c5ccco5)ccc4c3CCN2C1=O)NCCC1=CCCCC1,21,4,19,1.5,+,12,5,-7,-61,56*
COc1cc(/C=C/C(=O)O)cc(S(=O)(=O)N2CCc3ccccc32)c1OC,-6,0,-2,-1.0,i,-9,3,-1,-13,-6
CCOC(=O)c1c(NC(=O)CSc2nnnn2-c2ccc3c(c2)OCO3)sc(C)c1C,0,6,0,2.6,i,-4,-1,5,-3,-7
Cc1ccc(S(=O)(=O)Nc2nc3ccc(S(C)(=O)=O)cc3s2)cc1,8,-2,-3,-1.2,i,-6,7,-2,-8,5
CCN(CC)S(=O)(=O)c1ccc(/C=C/C(=O)OCC(=O)NCc2ccco2)cc1,9,7,64*,9.6,i,71*,-17,3,2,8
COc1ccc(N2CCN(Cc3nc4c(c(=O)n(C)c(=O)n4C)n3C(C)C(C)=O)CC2)cc1 (stereo not given),-34,-2,0,-1.2,i,0,-1,4,13,1
C/C=C/CSc1nc2c(c(=O)[nH]c(=O)n2C)n1Cc1ccc(C)cc1,4,6,21,-0.3,i,-9,7,1,-5,-1
Nc1c(-c2ccccc2)cnn1-c1cccc(C(F)(F)F)c1,-40,0,-5,0.9,i,-7,0,3,-4,-7
Cc1nc2ccccc2c2c1C(=O)N(c1ccc(C(=O)O)cc1)C2=O,4,3,-9,-0.4,i,1,-9,0,5,4
Cc1nc2cc(C(=O)N3c4ccccc4CC3C)ccc2s1 (stereo not given),9,0,1,-0.2,i,-3,1,1,-14,-3
Cc1nc(NCCCN2CCOCC2)c2oc3ccccc3c2n1,-13,-4,3,-0.5,i,1,-1,5,4,-4
COc1ccc(N2CSC3=C(C#N)C(c4cc(OC)ccc4OC)CC(=O)N3C2)c(OC)c1 (stereo not given),-4,1,-14,7.9,i,33,-1,-1,-70,16
O=[N+]([O-])c1cccc(S(=O)(=O)Nc2ccc(S(=O)(=O)N3CCCC3)cc2)c1,17,-2,-2,-0.2,i,-7,-25,1,3,0
O=C(Cc1c(F)cccc1Cl)Nc1ncc([N+](=O)[O-])s1,-9,-1,3,1.5,i,-6,-18,5,7,2
COCCn1c(C(C)C)nc2ccccc21,-17,1,2,0.3,i,-11,-2,-3,2,-2
Cc1ccc(-c2csc3nc4cc(C(N)=O)ccc4c(=O)n23)cc1,-3,2,30,-2.0,i,24,4,1,13,7
COc1cc(NC(=O)CN(C)C2CCCCC2)c(C)cc1[N+](=O)[O-],4,1,10,0.7,i,-1,-8,-6,-8,-3
CCN(CC(=O)Nc1ccc2c(c1)OCCO2)C(=O)/C=C/c1cccc(C(F)(F)F)c1,-8,-2,-1,1.4,i,-10,-3,0,1,-12
O=S(=O)(NC(=NC1CCCCC1)c1ccccc1)c1ccc(F)cc1,-8,1,2,-1.0,i,-3,2,-1,-3,-2
CCCNC(=O)c1ccccc1SCc1c(C)noc1C,7,0,1,-1.1,i,-8,-1,3,15,4
CCOCCCNC(=O)c1c[nH]c2ccc(S(=O)(=O)Nc3cccc(OC)c3)cc2c1=O,12,1,13,2.1,i,17,20,-8,-8,-1
CCOc1ccc(NC(=O)CSc2nc(C)cc(C)n2)cc1,7,-2,1,0.0,i,-5,0,5,-3,-1
COC(=O)CSc1nnc(CNS(=O)(=O)c2ccc(Cl)cc2)n1C,10,0,2,0.3,i,-5,-6,-3,8,0

# Compounds above that have bromine:
SMILES,SKN-1 block,STEP inh,DNMT1 block,LMPTP inh,Rpn11 inh,Scp1 inh,SUMO1-SIM PPI,MT1-MMP act inh,NRP1-CendR mod,NadD block
COC(=O)c1cc(Br)c(=O)n(CC(C)C)c1,1,0,3,-2.3,i,3,0,-2,7,-2
O=C(Nc1ccc(Br)cc1)Nn1cnnc1,-6,2,-1,1.8,i,4,-1,5,-6,0

# Of the compounds above, 2 contain a COOH group.
SMILES,SKN-1 block,STEP inh,DNMT1 block,LMPTP inh,Rpn11 inh,Scp1 inh,SUMO1-SIM PPI,MT1-MMP act inh,NRP1-CendR mod,NadD block
COc1cc(/C=C/C(=O)O)cc(S(=O)(=O)N2CCc3ccccc32)c1OC,-6,0,-2,-1.0,i,-9,3,-1,-13,-6
Cc1nc2ccccc2c2c1C(=O)N(c1ccc(C(=O)O)cc1)C2=O,4,3,-9,-0.4,i,1,-9,0,5,4

# Source: PubChem BioAssay
